High-throughput results (PubChem)
HT1080NT lethal: kills 2HG-producing HT-1080-NT fibrosarcoma cells | HT-1080-NT fibrosarcoma viability, CellTiter-Glo ATP luminescence, 48 h | Potency, µM (series often up to 46.1 µM), for inactives: at the top dose activity, negative = less viability, most hits filed as cytotoxic | 360,000 compounds, 1.6% hits;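 further: NT is the 2HG producing partner of a matched IDH1 knockdown line; potency means the concentration at half of the fitted maximal effect; 0% = DMSO-treated cells and -100% = media-only wells without cells; nearly all actives have a fitted effect of over 55% in size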
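HT-1080-NT fibrosarcoma cells (2HG-overproducing), 750 cells/well in RPMI with 5% FBS, dosed after 2 h and incubated 48 h at 37C. CellTiter-Glo luminescence normalized to DMSO and no-cell wells; concentration-response curves fitted and classed.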
IL1B secr inh: inhibitors of inflammasome signaling (IL-1 beta secretion) | THP-1 LPS/ATP IL-1B secretion, AlphaLISA, 16 h; stronger effect = lower value | activity change, % at 57.5 µM | 360,000 compounds, 4.7% hits | AID 743279; in the data active means activity change below about -50%; inconclusive means mostly about -30% to -49%; further: on the % scale 0 is the no-effect control and ±100 the full control effect
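THP-1 cells pretreated 1 hr with compounds (up to 57.5 uM final), then stimulated with LPS (250 ng/mL final) plus ATP (1.25 mM final); secreted IL-1B measured by AlphaLISA after 16 hr, decreased signal indicating inhibition.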
DRD3 agonist: activates the human D3 dopamine receptor | D3R DiscoveRx beta-arrestin cells, luminescence, 90 min | max activation, % | 410,000 compounds, 0.58% hits | AID 652048; in the data active means max activation above about 30%; further: 0% is about no effect; mostly tested at two doses, the higher about 12 µM
Target sequence (P35462 whole entry, looked up): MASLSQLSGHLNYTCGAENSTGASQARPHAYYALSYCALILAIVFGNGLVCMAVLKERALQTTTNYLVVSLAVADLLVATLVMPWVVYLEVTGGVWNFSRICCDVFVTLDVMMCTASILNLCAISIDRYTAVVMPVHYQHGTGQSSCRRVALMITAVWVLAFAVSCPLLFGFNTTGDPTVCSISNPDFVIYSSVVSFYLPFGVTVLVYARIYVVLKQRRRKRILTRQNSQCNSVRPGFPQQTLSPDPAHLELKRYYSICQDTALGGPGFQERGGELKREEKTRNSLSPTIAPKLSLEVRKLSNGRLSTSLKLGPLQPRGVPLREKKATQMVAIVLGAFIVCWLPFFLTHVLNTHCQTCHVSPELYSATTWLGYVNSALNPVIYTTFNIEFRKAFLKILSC
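Agonist mode: compounds and dopamine controls were applied to plated cells for 90 min at 37 degrees C after an overnight attachment at 1500 cells/well. Luminescent read-out followed 30 - 60 minutes at room temperature with DiscoveRx detection reagent.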
KB-3-1 cytotox: kills parental KB-3-1 adenocarcinoma cells | KB-3-1 viability, CellTiter-Glo ATP luminescence, 72 h | Potency, µM (top dose mostly 46.1 µM), for the others: at the highest dose activity change, negative = cytotoxic, actives largely listed as cytotoxic | 400,000 compounds, 1.4% hits; further: potency means the concentration at half of the fitted maximal effect; on the % scale 0 is the no-effect control and ±100 the full control effect; nearly all actives have a fitted effect of over 60% in size
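Parental KB-3-1 viability, qHTS format: 72 h compound exposure, 37 °C; CellTiter-Glo; media-only wells and DMSO plates as controls; concentration-effect fits on corrected data.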
HT1080 IDH1KD tx: kills HT-1080 cells with IDH1 knockdown; HT-1080 IDH1 knockdown viability, ATP luminescence, 48 h; Potency, µM (top dose mostly 46.1 µM), inactives show top-dose activity, negative = toxicity, actives largely listed as cytotoxic; 360,000 compounds, 2% hits; AID 686971;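 further: potency means the concentration at half of the fitted maximal effect; 0% = DMSO wells and -100% = cell-free medium wells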
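Knockdown cells (IDH1KD HT-1080) received compounds 2 h after plating at 750 cells/well and were kept 48 h at 37 °C in 5% FBS RPMI. A CellTiter-Glo luminescence read gave % activity for curve fitting.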
MCF10A rereplic: DNA re-replication induction in MCF 10a cells. Potency, µM (titrated, usually from 46.1 µM), for inactives: at the highest dose activity, positive = re-replication, usual class: activators. MCF 10A DNA re-replication, Hoechst nuclear intensity, 48 h. 350,000 compounds, 2.9% hits; further: potency means the concentration at half of the fitted maximal effect; % of control where 0% means no effect; nearly all actives have a fitted effect of over 50% in size
SW480 rereplic: induces DNA re-replication in SW480 colon adenocarcinoma cells. SW480 DNA re-replication, Hoechst DNA content imaging, 48 h. Potency, µM (doses to about 46.1 µM), for the others: at the top dose re-replication activation, usual class: activators. 340,000 compounds, 1.8% hits. AID 624297; further: potency means the concentration at half of the fitted maximal effect; % of control where 0% means no effect; nearly all actives have a fitted effect of over 55% in size
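Readout is total intensity of Hoechst-stained nuclei, excited at 405 nm and collected at 500-530 nm. Compound treatment lasted 48 hr at 37 C in 5% CO2 before staining.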
KB-V1 MDR tox: kills drug-selected multidrug resistant KB-V1 cells. KB-V1 MDR cells viability, CellTiter-Glo, 72 h. Potency, µM (highest dose often 46.1 µM), inactives show at the top dose activity change, negative = cytotoxicity, usual class: cytotoxic. 400,000 compounds, 3.4% hits; further: potency means the concentration at half of the fitted maximal effect; on the % scale 0 is the no-effect control and ±100 the full control effect; nearly all actives have a fitted effect of over 60% in size
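qHTS viability screen in drug-selected KB-V1 MDR cells: 72 h compound treatment at 37 degrees C, ATP luminescence end point.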
HEK293 tox: cytotoxicity counter-screen for GLP-1 receptor inverse agonists. Potency, µM (top dose mostly 38.3 µM), for the others: at the top dose activity change, negative = inhibition, actives largely listed as inhibitors. 410,000 compounds, 0.13% hits. AID 624418. HEK293 cAMP-luciferase reporter cells, luminescence, 24 h;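 further: loss of luciferase light is scored as toxicity; potency means the concentration at half of the fitted maximal effect; on the % scale 0 is the no-effect control and ±100 the full control effect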
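Here, cytotoxicity is scored as loss of luminescence. The MLSMR collection was tested on cells seeded in medium containing 10% Nu serum, with a 24 hr compound exposure preceded by 12 hours of culture.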
Numbers without * were called inactive; u = inconclusive; x = not tested or not shown; & = joins results of further samples; [ ] = dose if it differs, or a comment. Unless noted, the call rests on the fitted dose curve; in most records, active means well fitted curve in the direction sought with a large enough effect; inconclusive means small, poorly fitted or top-dose-only effect, or another doubt; inactive means no such curve, though single readings can be large; an effect the other way counts as inactive or inconclusive.

Molecule | HT1080NT lethal | IL1B secr inh | DRD3 agonist | KB-3-1 cytotox | HT1080 IDH1KD tx | MCF10A rereplic | SW480 rereplic | KB-V1 MDR tox | HEK293 tox
O=C(CC1S/C(=N/N=C/c2cccs2)NC1=O)Nc1ccc(Cl)cc1 (configuration not stated) | -1.3% | 12.0 | 1.4 | 6.0% | -8.0% | -2.7% | 0.9% | 2.1% | -9.4%
CC(C)(C)c1ccc(C(=O)NNC(=O)c2cccc(-n3cnnn3)c2)cc1 | -2.4% | 6.3 | 2.8 | -1.8% | -1.5% | 9.4% | -3.6% | -4.4% | u
CCCCn1nc2cc(C(=O)NCCc3ccc(C)cc3)ccc2c1OCC | 6.6% | 15.7 | 7.6 | 7.7% | 9.0% | -41.5%[inhibitor] | -7.2% | u | -1.1%
Cc1nc(SCC(=O)Nc2c(C)n(C)n(-c3ccccc3)c2=O)nc(C)c1C | 11.2% | 13.0 | 3.9 | -20.9% | 8.3% | 1.5% | -2.5%[9.22 µM] | 2.5% | -2.4%
Cc1ccc(-c2cc(C(=O)N3CCCC3)no2)cc1 | 11.6% | -23.7 | -2.4 | -0.7% | -1.3% | 19.0% | -5.7% | 0.9% | 10.7%
COC(=O)Cn1c(C(=O)N(C)C)cc2c1C[C@H]1CN(C(=O)c3ccccc3)[C@@](Cc3ccc(F)cc3)(C(=O)OC)[C@@H]21 | 4.4% | 25.7 | 3.8 | 2.7% | -13.5% | x | x | -29.4% | -4.0%
CC(CNc1ccc(Cl)cc1)(CNc1ccc(Cl)cc1)[N+](=O)[O-] | u | -16.5 | -3.3 | -4.7% | u | u | u | -4.8% | -10.6%
CCOC(=O)CC(=O)Nc1nc2ccccc2s1 | -0.8% | 1.7 | -15.6 | -9.7% | -0.8% | -0.9% | -7.4% | 18.5% | -6.7%
COc1ccc(C(=O)OCC(=O)Nc2cccc(C(C)=O)c2)c(OC)c1OC | -0.3% | 10.9 | -10.5 | u | 11.8% | 0.8% | -10.0% | 22.8% | 3.3%
O=C(c1ccc(CNc2c(NC3CCCCC3)c(=O)c2=O)cc1)N1CCc2ccccc21 | 1.8% | 0.0 | -5.6 | -17.3% | 0.9% | 12.3% | -3.5% | 6.1% | -6.2%
CC(=O)N1CCc2cc(S(=O)(=O)NCCN3CCC(C)CC3)ccc21 | -1.3% | 2.7 | 2.1 | 9.1% | -8.2% | 0.8% | -0.2% | -2.0% | -18.3%
COc1ccccc1NC(=O)C(C)OC(=O)Cc1n[nH]c(=O)c2ccccc12 (configuration not stated) | -22.5% | 5.4 | -2.4 | -6.9% | -2.0% | 2.9% | 1.8% | -12.4% | -6.2%
Cc1cccc(C(=O)O[C@H]2[C@H](Cc3ccccc3)NS(=O)(=O)[C@H]3CC4C=C[C@]23O4)c1 | -0.3% | -23.6 | 12.5 | -7.7%&3.8% | -5.1% | u | -16.6% | -9.3%&-19.8% | 9.4%
CCOC(=O)c1ccccc1NC(=O)c1ccccc1NS(C)(=O)=O | -7.3% | 15.5 | -4.5 | 3.6% | -6.4% | -5.6% | 0.9% | -0.3% | -10.2%
CC1CCC2(CC1)NC(=O)N(Cc1nc(-c3ccccc3)no1)C2=O (configuration not stated) | 5.6% | 2.4 | 1.3 | -19.0% | 3.0% | 12.5% | -1.0% | -3.6% | 0.7%
Oc1ccc(Br)cc1-c1ccnn1-c1ccccc1 | u | -1.3 | -5.5 | u | 7.31µM* | 7.31µM* | u | u | -40.4%
O=C1Cc2ccccc2C(=O)N1CCc1ccccc1 | -0.6% | 29.9 | -4.6 | 5.9% | 4.3% | -3.1% | 1.0% | 7.2% | 10.7%
CCOC(=O)C(CC)Sc1ccc2nnc(CCNS(=O)(=O)c3ccccc3)n2n1 (configuration not stated) | -1.9% | 13.3 | 0.8 | -1.8% | 6.6% | 2.5% | -11.8% | -4.9% | -15.5%
Cc1[nH]n(C)c(=O)c1C(=O)c1c(-c2ccccc2Cl)noc1C | -29.1% | -10.1 | 4.7 | 8.3% | -26.8% | 25.9µM* | u | 0.0% | 0.7%
CCN(CC(=O)NCc1cccs1)C(=O)/C=C/c1ccc(F)cc1 | 9.4% | -3.2 | 0.3 | 5.6% | 12.8% | x | x | 4.4% | -5.5%
Cn1c(-n2c(CCCN3C(=O)c4ccccc4C3=O)nc3ccccc3c2=O)nc2ccccc21 | -0.9% | 23.0 | -3.4 | -6.3% | 7.7% | 0.2% | 2.1% | 2.7% | -8.9%
CC(C)CNC(=O)C1(N2C(=O)c3ccccc3C2=O)CCCC1 | 11.7% | -8.3 | -1.3 | -5.2% | 18.7% | 1.1% | -2.6% | u | 5.4%
Cc1ccc(OCCN2C(=O)NC3(CCc4ccccc4C3)C2=O)cc1 (configuration not stated) | -1.1% | 2.2 | -3.9 | 4.1% | -2.0% | 15.0% | 6.9% | 18.3% | -8.9%
OC(COCC1COc2ccccc2O1)CN1CCc2ccccc2C1 (configuration not stated) | 5.6% | -20.9 | -0.9 | 5.5% | 7.9% | 13.8% | 0.4% | -3.1% | -15.1%
Cc1cc(-n2c(C)cc(C(=O)CN3C(=O)C(=O)N(C)C3=O)c2C)no1 | 11.7% | -0.2 | -6.5 | -3.8% | -1.6% | 1.5% | -7.8% | -2.9% | 3.2%
CN(C)CCNc1cnn(-c2ccccc2)c(=O)c1Cl | 3.5% | 27.3 | -4.8 | -25.3% | -4.4% | -0.8% | -6.2% | 1.1% | -2.6%
O=C(Nc1ncccn1)C1=C(O)c2ccccc2S(=O)(=O)N1Cc1ccccc1 | -2.0% | -1.7 | -5.0 | u | -2.6% | 0.6% | 5.2% | -16.0% | 14.0%
CCN(C[C@H]1N[C@@](CC)(C(=O)OC)[C@H]2C(=O)N(Cc3ccccc3)C(=O)[C@@H]12)C(=O)c1ccc(F)cc1 | 6.2% | -12.0 | 28.3 | -3.3% | 10.6% | -5.6% | -1.4%[9.22 µM] | -0.5% | -12.5%
C=C(C)c1cccc(C(C)(C)NC(=O)N2CCN(C/C=C/c3ccccc3)CC2)c1 | -22.6% | u | -9.8 | -4.9% | -15.9% | -6.1% | 20.2% | -10.8% | u
CC1CN(C(=O)c2ccccc2NS(=O)(=O)c2ccc(Cl)cc2)CC(C)O1 (configuration not stated) | 18.6% | 9.2 | -24.3 | x | -6.3% | u | -1.5% | x | 11.2%
CC1CCCCN1CCNC(=O)CC1Oc2ccccc2NC1=O (configuration not stated) | 3.5% | 30.8 | -14.8 | -3.4% | -5.9% | -0.3% | -3.3% | 9.2% | 1.3%
O=C(CSc1nc(N2CCCCC2)nc(N2CCCCC2)n1)N1CCN(c2ccccc2)CC1 | -13.1% | -13.3 | -9.2 | u | -11.3% | 1.9% | -5.3% | 16.4µM* | -21.1%
Clc1ccc(-c2nc(/C=N/N3CCOCC3)c3ccccn23)cc1 | -0.7% | -25.9 | 4.8 | 19.7% | -0.3% | 10.0% | 0.9% | 7.6% | -7.8%
CC1SCCN1S(=O)(=O)c1ccc2ccccc2c1 (configuration not stated) | -1.6% | 7.4 | 0.3 | -41.5% | -0.8% | 0.8% | -3.8% | -0.7% | 1.1%
C[C@H](OC(=O)c1[nH]cnc1C(=O)N1CCN(C(=O)OC(C)(C)C)CC1)c1ccccc1 | 12.8% | 38.5 | 19.7 | 0.0% | 6.5% | -19.5% | -45.4%[inhibitor] | 22.5% | 1.1%
CCCc1nnc(NC(=O)CCC(=O)NCc2ccccc2OC)s1 | 7.4% | 19.3 | 2.1 | 8.4% | -5.3% | 3.9% | -0.4% | 1.9% | 2.1%

Reformatted: entries from further up
Values run as follows: HT1080NT lethal | IL1B secr inh | DRD3 agonist | KB-3-1 cytotox | HT1080 IDH1KD tx | MCF10A rereplic | SW480 rereplic | KB-V1 MDR tox | HEK293 tox
> CC1SCCN1S(=O)(=O)c1ccc2ccccc2c1 (configuration not stated)
  -1.6% | 7.4 | 0.3 | -41.5% | -0.8% | 0.8% | -3.8% | -0.7% | 1.1%
> C[C@H](OC(=O)c1[nH]cnc1C(=O)N1CCN(C(=O)OC(C)(C)C)CC1)c1ccccc1
  12.8% | 38.5 | 19.7 | 0.0% | 6.5% | -19.5% | -45.4%[inhibitor] | 22.5% | 1.1%

More structures:
Molecule | HT1080NT lethal | IL1B secr inh | DRD3 agonist | KB-3-1 cytotox | HT1080 IDH1KD tx | MCF10A rereplic | SW480 rereplic | KB-V1 MDR tox | HEK293 tox
O=C(Nc1nc2ccccc2[nH]1)c1ccccc1F | 4.61µM* | 1.1 | -6.1 | u | 5.8µM* | u | u | 7.31µM* | -24.8%
CCC(CC)C(=O)NCc1cccnc1 | 8.4% | 6.0 | 1.4 | 6.2% | 11.5% | -0.6% | -2.0% | 4.2% | 1.0%
CCC(CC)C(=O)NCCNC(=O)C(CC)CC | 5.8% | 24.5 | 0.8 | -4.7% | 0.4% | 1.1% | -3.7% | 9.5% | -14.9%
CCOc1cc(/C=C(\C#N)C(N)=O)ccc1OS(=O)(=O)c1ccccc1 | 10.8% | 12.9 | 13.6 | -0.1% | 0.7% | 1.4% | -9.1% | -11.2% | -2.5%
O=C(/C=C/c1ccco1)Nc1ccc2nn(-c3ccccc3)nc2c1 | 15.2% | -2.5 | 8.5 | 1.4% | 9.7% | 7.31µM* | 2.7% | -24.2% | 1.0%
COCCCn1c(C(=O)NC2CCCCC2)cc2c(=O)n3cccc(C)c3nc21 | 5.0% | -7.1 | -8.2 | u | 15.5% | x | x | u | -8.9%
COc1ccc(C(=O)Nc2ccc(NC(C)=O)cc2)cc1S(=O)(=O)N1CCCC1 | -3.5% | 11.5 | 2.2 | 5.2% | 2.1% | -0.4% | -5.1% | 0.8% | -2.6%
Cc1cccc(OCCOCCSc2ncccn2)c1 | -1.2% | 23.7 | -1.8 | -1.2% | -2.1% | 0.8% | -3.7% | -13.5% | 4.8%
O=S(=O)(NCc1cccs1)c1ccccc1Cl | -0.5% | 10.4 | -0.8 | 1.1% | -9.9% | 0.5% | 1.5% | -15.2% | -3.3%
